FAS TE block: FAS thioesterase (human) inhibition. P49327. recombinant FAS-TE, OMFH fluorogenic substrate, fluorescence endpoint. inhibition, % at 15 µM. 360,000 compounds, 0.67% hits. AID 602261;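 active = compounds whose normalised, plate-corrected inhibition of enzyme fluorescence in the single-dose primary screen is 50% or more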;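 note: 0% = DMSO with enzyme and 100% = substrate without enzyme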
Rin1-Abl PPI inh: human Rin1-Abl interaction inhibition; AID 588664; inhibition, % at 7.35 µM; TR-FRET Rin1/Abl binding, biochemical; 360,000 compounds, 0.4% hits; in the data active = inhibition above about 5%, passing the limit was not always enough
MLLE-PAM2 inh: inhibitors of microRNA-mediated deadenylation, human PABP1 MLLE binding; GST-MLLE / FITC-PAM2 fluorescence polarization; 360,000 compounds, 0.36% hits; inhibition, % at 20 µM; in the data active = inhibition above about 35%, passing the limit was not always enough;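 note: plate controls were DMSO wells with GST-MLLE for no effect and wells lacking GST-MLLE protein for full effect; some results filed as inactive read as strong as hits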
Target sequence (P11940 whole entry, looked up): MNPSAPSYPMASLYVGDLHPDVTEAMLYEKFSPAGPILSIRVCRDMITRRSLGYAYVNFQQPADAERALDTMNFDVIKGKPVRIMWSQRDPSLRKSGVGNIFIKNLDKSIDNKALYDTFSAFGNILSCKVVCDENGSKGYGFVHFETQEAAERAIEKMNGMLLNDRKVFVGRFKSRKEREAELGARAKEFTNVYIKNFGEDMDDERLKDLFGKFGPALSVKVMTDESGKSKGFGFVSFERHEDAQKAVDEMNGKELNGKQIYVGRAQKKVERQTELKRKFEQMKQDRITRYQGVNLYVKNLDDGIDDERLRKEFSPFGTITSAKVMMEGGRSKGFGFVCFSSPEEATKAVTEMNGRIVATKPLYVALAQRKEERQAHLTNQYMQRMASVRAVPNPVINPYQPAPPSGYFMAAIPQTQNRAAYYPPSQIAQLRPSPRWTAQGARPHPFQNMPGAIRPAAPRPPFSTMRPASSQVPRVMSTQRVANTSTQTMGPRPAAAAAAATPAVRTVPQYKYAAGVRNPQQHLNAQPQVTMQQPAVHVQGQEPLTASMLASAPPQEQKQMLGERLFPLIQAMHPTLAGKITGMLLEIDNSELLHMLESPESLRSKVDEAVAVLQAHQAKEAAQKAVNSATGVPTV
Rpn11 inh: blocks the human proteasome subunit Rpn11 | human 26S proteasome, Ub4-pepOG fluorescence polarization; 20S core pre-blocked with epoxomicin | calls only at 20 µM | AID 588493 | O00487 | 360,000 compounds, 0.59% hits;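 active = inhibition at 20 µM, scaled to each plate's controls, above about 33%, limit read from the data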
NadD inh: inhibitors of Staphylococcus aureus NadD. purified NadD enzyme, colorimetric absorbance read-out. inhibition, % at 20 µM. 360,000 compounds, 0.78% hits. AID 602399; in the data active = inhibition above about 26%; note: some compounds past the cut are filed as inactive
SKN-1 inh: C. elegans SKN-1 inhibition; inhibition, % at 21.8 µM; 360,000 compounds, 0.49% hits; C. elegans VP596 Pgst-4::GFP/RFP ratio, acrylamide-induced, 24 h;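 active = interference check ratio from 0.5 to 1.5 plus GFP to RFP signal ratio inhibition reaching or exceeding a fixed threshold, cut at about 30% in these data, passing the limit was not always enough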; note: some compounds called inactive have numbers as strong as hits
CSN inh: CSN deneddylation inhibition; AID 651999; Q92905; Purified CSN, SCF-Nedd8-OG deneddylation, fluorescence polarization; 360,000 compounds, 0.38% hits; inhibition, % at 12.5 µM;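 active = pattern-corrected inhibition above about 35%, with an unprinted fluorescence ratio check between 0.5 and 1.5, limit read from the data, passing the limit was not always enough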;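 note: 0% = enzyme with substrate and 100% = substrate without enzyme; some results filed as inactive read as strong as hits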
Target sequence (Q92905 whole entry, looked up, one chain of several): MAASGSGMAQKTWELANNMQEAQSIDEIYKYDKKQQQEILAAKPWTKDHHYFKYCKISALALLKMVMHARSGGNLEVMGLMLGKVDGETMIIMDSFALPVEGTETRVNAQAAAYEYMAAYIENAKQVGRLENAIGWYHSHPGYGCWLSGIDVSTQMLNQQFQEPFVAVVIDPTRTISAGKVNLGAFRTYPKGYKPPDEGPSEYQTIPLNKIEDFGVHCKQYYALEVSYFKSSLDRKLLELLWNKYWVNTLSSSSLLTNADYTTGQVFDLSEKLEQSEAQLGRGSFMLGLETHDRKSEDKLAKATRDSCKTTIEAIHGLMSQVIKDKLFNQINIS
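Assay system: Purified human Csn5 enzyme expressed in HEK293T cells | Amount: Enzyme 0.24 nM | Measured by: Fluorescence polarization readout | Medium: Tris/NaCl/DTT buffer, pH 7.5 | Compound dosing: One concentration, 12.5 µM, 0.25% DMSO | Times: 90 min incubation of compound, enzyme and substrate at room temperature | Control set: no-enzyme wells high, enzyme-with-substrate wells low | Read-out: % inhibition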
Neddylation inh: blocks human cullin neddylation; P61081+Q13564; TR-FRET cullin neddylation, biochemical; calls only at 25 µM; 360,000 compounds, 0.58% hits; in the data active = inhibition above about 36%
MT1-MMP act inh: inhibitors of human MT1-MMP activation | P50281 | HT1080 RFP-PRO-GFP cells, GFP/RFP ratio fluorescence, overnight; percent of plate control window, DMSO zero | GFP/RFP ratio change, % at 20 µM | 360,000 compounds, 0.061% hits;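 active = GFP/RFP ratio change of at least 30% with cell ATP level not reduced by more than half and red fluorescence within 50% of control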; note: strong numbers were not always called active
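Assay system: HT1080 cells carrying an RFP-PRO-GFP reporter | Dosing: Single dose of 20 µM compound, 1% DMSO final | Incubation: Cells overnight before dosing, compound overnight, 37 °C, 5% CO2 | Evaluation: GFP/RFP fluorescence ratio | Control set: DMSO and RFP-L50D-GFP cell wells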
* hit, by the source's call.

For O=C(CCc1nc2ccccc2c(=O)[nH]1)N1CCN(S(=O)(=O)c2ccccc2Br)CC1 the results were FAS TE block -3, Rin1-Abl PPI inh 3, MLLE-PAM2 inh 9, Rpn11 inh inactive, NadD inh -1, SKN-1 inh -11, CSN inh -2, Neddylation inh inactive and MT1-MMP act inh -13.
CNc1c([N+](=O)[O-])cnn1-c1ccc(F)cc1 was read as FAS TE block -4, Rin1-Abl PPI inh 0, MLLE-PAM2 inh 3, Rpn11 inh inactive, NadD inh 12, SKN-1 inh 10, CSN inh -7, Neddylation inh inactive and MT1-MMP act inh 1.
Screening O=C(CNC(=O)c1ccco1)OCc1ccc(Cl)cc1 returned FAS TE block 0, Rin1-Abl PPI inh 1, MLLE-PAM2 inh -5, Rpn11 inh inactive, NadD inh -3, SKN-1 inh 4, CSN inh 2, Neddylation inh inactive and MT1-MMP act inh 4.
For Nc1nnnn1/N=C/c1cccc(Br)c1 the results were FAS TE block -4, Rin1-Abl PPI inh 1, MLLE-PAM2 inh -7, Rpn11 inh inactive, NadD inh -5, SKN-1 inh 13, CSN inh -1, Neddylation inh inactive and MT1-MMP act inh -1.
COC(=O)c1cc(COC(=O)CNC(=O)c2cccc(C)c2)oc1C was read as FAS TE block -7, Rin1-Abl PPI inh -1, MLLE-PAM2 inh 2, Rpn11 inh inactive, NadD inh -7, SKN-1 inh 3, CSN inh 1, Neddylation inh inactive and MT1-MMP act inh 1.
`CCC(C(=O)N1CCOCC1)n1c(C(=O)OC)cc2occc21` (configuration not stated) gave FAS TE block -6, Rin1-Abl PPI inh 0, MLLE-PAM2 inh 13, Rpn11 inh inactive, NadD inh 1, SKN-1 inh 3, CSN inh -6, Neddylation inh inactive and MT1-MMP act inh -8.
Cc1ccc(S(=O)(=O)NCCN2CCNC2=O)cc1 was read as FAS TE block -1, Rin1-Abl PPI inh 3, MLLE-PAM2 inh -2, Rpn11 inh inactive, NadD inh -2, SKN-1 inh 0, CSN inh -1, Neddylation inh inactive and MT1-MMP act inh -3.
`CC(C)(C)N(Cc1ccccc1)C(=O)COC(=O)c1cccc([N+](=O)[O-])c1` gave FAS TE block 77*, Rin1-Abl PPI inh 1, MLLE-PAM2 inh -8, Rpn11 inh inactive, NadD inh -7, SKN-1 inh 4, CSN inh -6, Neddylation inh inactive and MT1-MMP act inh 7.
For Cc1ccc(NC(=O)C2CCCN2S(=O)(=O)c2ccc(-c3ccc(=O)[nH]n3)s2)c(C)c1 (configuration not stated) the results were FAS TE block 0, Rin1-Abl PPI inh 2, MLLE-PAM2 inh -14, Rpn11 inh inactive, NadD inh 5, SKN-1 inh -2, CSN inh 2, Neddylation inh inactive and MT1-MMP act inh -3.
For COc1cc(C(=O)O)nc2ccc([N+](=O)[O-])cc12 the results were FAS TE block 3, Rin1-Abl PPI inh -2, MLLE-PAM2 inh 20, Rpn11 inh inactive, NadD inh 3, SKN-1 inh 4, CSN inh -4, Neddylation inh inactive and MT1-MMP act inh -4.
`COc1ccccc1NC(=O)CCCC(=O)OC(C)C(=O)c1ccccc1` (configuration not stated) gave FAS TE block -1, Rin1-Abl PPI inh 0, MLLE-PAM2 inh -3, Rpn11 inh inactive, NadD inh -3, SKN-1 inh 15, CSN inh 2, Neddylation inh inactive and MT1-MMP act inh 1.
O=[N+]([O-])c1ccc2[nH]ncc2c1 was read as FAS TE block -59, Rin1-Abl PPI inh 1, MLLE-PAM2 inh -3, Rpn11 inh inactive, NadD inh -1, SKN-1 inh 2, CSN inh -3, Neddylation inh inactive and MT1-MMP act inh 0.
CC(C)CC(c1nnnn1Cc1ccco1)N1CCN(c2cccc(Cl)c2)CC1 (configuration not stated) was read as FAS TE block 30, Rin1-Abl PPI inh -3, MLLE-PAM2 inh -9, Rpn11 inh inactive, NadD inh -5, SKN-1 inh -17, CSN inh 1, Neddylation inh inactive and MT1-MMP act inh -28.
`CCn1nc(NC(=O)c2ccccn2)c2cc3cc(C)ccc3nc21` gave FAS TE block 12, Rin1-Abl PPI inh -2, MLLE-PAM2 inh 10, Rpn11 inh inactive, NadD inh -9, SKN-1 inh -4, CSN inh 0 and MT1-MMP act inh -1.
For OC(c1ccc(F)cc1)c1nc(-c2ccoc2)cs1 (configuration not stated) the results were FAS TE block -1, Rin1-Abl PPI inh -2, MLLE-PAM2 inh 6, Rpn11 inh inactive, NadD inh -1, SKN-1 inh 6, CSN inh 1, Neddylation inh inactive and MT1-MMP act inh 3.
`Nc1c(N(CCC2=CCCCC2)C(=O)COc2ccc([N+](=O)[O-])cc2)c(=O)[nH]c(=O)n1Cc1ccccc1` gave FAS TE block 10, Rin1-Abl PPI inh 1, MLLE-PAM2 inh -27, Rpn11 inh inactive, NadD inh 15, SKN-1 inh 17, CSN inh -2, Neddylation inh inactive and MT1-MMP act inh -8.
`C[N+]1(CCCCSc2ccc(O)cc2)CCCCC1` gave FAS TE block -5, Rin1-Abl PPI inh 3, MLLE-PAM2 inh -159, Rpn11 inh inactive, NadD inh 14, SKN-1 inh -5, CSN inh 1, Neddylation inh inactive and MT1-MMP act inh 2.
For CC(NC(=O)CN(c1cccc(C(F)(F)F)c1)S(C)(=O)=O)c1ccccc1 (configuration not stated) the results were FAS TE block -2, Rin1-Abl PPI inh 2, MLLE-PAM2 inh 3, Rpn11 inh inactive, NadD inh 6, SKN-1 inh -11, CSN inh -3, Neddylation inh inactive and MT1-MMP act inh 0.
For CC(C)N(C(=O)Cn1cnc2c(cnn2-c2ccccc2Cl)c1=O)C(C)C the results were FAS TE block -4, Rin1-Abl PPI inh 3, MLLE-PAM2 inh 2, Rpn11 inh inactive, NadD inh -2, SKN-1 inh 2, CSN inh 2, Neddylation inh inactive and MT1-MMP act inh -1.
For COc1cc(NC(=O)CCCN2C(=O)NC(C)(C)C2=O)cc(OC)c1 the results were FAS TE block -8, Rin1-Abl PPI inh -2, MLLE-PAM2 inh -2, Rpn11 inh inactive, NadD inh 0, SKN-1 inh 7, CSN inh 2, Neddylation inh inactive and MT1-MMP act inh -2.
Screening CCOC(=O)c1c(NC(=O)Cc2cccs2)sc(C(=O)NC2CCCC2)c1C returned FAS TE block -4, Rin1-Abl PPI inh 4, MLLE-PAM2 inh 8, Rpn11 inh inactive, NadD inh -4, SKN-1 inh -6, CSN inh 4, Neddylation inh inactive and MT1-MMP act inh 6.
O=C(NCC(c1cccs1)N1CCOCC1)c1ccccc1NS(=O)(=O)c1ccc(Cl)cc1 (configuration not stated) was read as FAS TE block 12, Rin1-Abl PPI inh 1, MLLE-PAM2 inh 8, Rpn11 inh inactive, NadD inh -1, SKN-1 inh -7, CSN inh 0, Neddylation inh inactive and MT1-MMP act inh -4.
For CC(=O)N1CC(=O)N(OCc2ccccc2)C1c1ccc(Cl)cc1Cl (configuration not stated) the results were FAS TE block 2, Rin1-Abl PPI inh 2, MLLE-PAM2 inh 0, Rpn11 inh inactive, NadD inh 5, SKN-1 inh -5, CSN inh 2, Neddylation inh inactive and MT1-MMP act inh -2.
O=c1[nH]ccc2c(O)cccc12 was read as FAS TE block -3, Rin1-Abl PPI inh -2, MLLE-PAM2 inh 8, Rpn11 inh inactive, NadD inh 0, SKN-1 inh 6, CSN inh 3, Neddylation inh inactive and MT1-MMP act inh 1.
Screening O=C(/C=C/c1ccc([N+](=O)[O-])cc1)OCC(=O)c1ccc[nH]1 returned FAS TE block 1, Rin1-Abl PPI inh 0, MLLE-PAM2 inh -22, Rpn11 inh inactive, NadD inh -2, SKN-1 inh 7, CSN inh 2, Neddylation inh inactive and MT1-MMP act inh 2.
Screening COc1ccccc1N1CCN(/N=C/c2cccc(Cl)c2)CC1 returned FAS TE block 31, Rin1-Abl PPI inh 1, MLLE-PAM2 inh 0, Rpn11 inh inactive, NadD inh -2, SKN-1 inh 4, CSN inh -3, Neddylation inh inactive and MT1-MMP act inh 1.
For CCn1c(CNc2ccc(C)cc2C)nnc1SCC(=O)N1CCCc2ccccc21 the results were FAS TE block 1, Rin1-Abl PPI inh -1, MLLE-PAM2 inh -6, Rpn11 inh inactive, NadD inh 0, SKN-1 inh 20, CSN inh 4, Neddylation inh inactive and MT1-MMP act inh -3.
Screening CCCc1cc(=O)oc2c3c(cc(OCC(=O)NCCCn4ccnc4)c12)OC(C)(C)CC3 returned FAS TE block -5, Rin1-Abl PPI inh -6, MLLE-PAM2 inh -2, Rpn11 inh inactive, NadD inh 4, SKN-1 inh 10, CSN inh 5 and MT1-MMP act inh 2.
`COc1ccc(CC2(CO)CCN(Cc3cnn(C)c3C)CC2)cc1` gave FAS TE block -4, Rin1-Abl PPI inh -5, MLLE-PAM2 inh -10, Rpn11 inh inactive, NadD inh 1, SKN-1 inh 2, CSN inh -2, Neddylation inh inactive and MT1-MMP act inh -2.
Screening CCN(CC)Cc1nc2sc(C)c(C)c2c(=O)[nH]1 returned FAS TE block -7, Rin1-Abl PPI inh 1, MLLE-PAM2 inh -16, Rpn11 inh inactive, NadD inh -5, SKN-1 inh -5, CSN inh 1, Neddylation inh inactive and MT1-MMP act inh 0.

3 records drawn at random from the list so far, as already listed:
For CC(=O)N1CC(=O)N(OCc2ccccc2)C1c1ccc(Cl)cc1Cl (configuration not stated) the results were FAS TE block 2, Rin1-Abl PPI inh 2, MLLE-PAM2 inh 0, Rpn11 inh inactive, NadD inh 5, SKN-1 inh -5, CSN inh 2, Neddylation inh inactive and MT1-MMP act inh -2.
`Nc1c(N(CCC2=CCCCC2)C(=O)COc2ccc([N+](=O)[O-])cc2)c(=O)[nH]c(=O)n1Cc1ccccc1` gave FAS TE block 10, Rin1-Abl PPI inh 1, MLLE-PAM2 inh -27, Rpn11 inh inactive, NadD inh 15, SKN-1 inh 17, CSN inh -2, Neddylation inh inactive and MT1-MMP act inh -8.
Screening O=C(/C=C/c1ccc([N+](=O)[O-])cc1)OCC(=O)c1ccc[nH]1 returned FAS TE block 1, Rin1-Abl PPI inh 0, MLLE-PAM2 inh -22, Rpn11 inh inactive, NadD inh -2, SKN-1 inh 7, CSN inh 2, Neddylation inh inactive and MT1-MMP act inh 2.

Later entries:
O=C(O)CC1(CC(=O)O)Nc2ccccc2SC1=O was read as FAS TE block -7, Rin1-Abl PPI inh 1, MLLE-PAM2 inh 12, Rpn11 inh inactive, NadD inh 1, SKN-1 inh 13, CSN inh 0, Neddylation inh inactive and MT1-MMP act inh 2.
For CC(C)c1ccc(NC(=O)NCc2cccnc2)cc1 the results were FAS TE block -6, Rin1-Abl PPI inh -6, MLLE-PAM2 inh 7, Rpn11 inh inactive, NadD inh -1, SKN-1 inh 39*, CSN inh 0, Neddylation inh inactive and MT1-MMP act inh 3.
FC(F)(F)c1ccnc(NCc2ccco2)n1 was read as FAS TE block 1, Rin1-Abl PPI inh 0, MLLE-PAM2 inh -1, Rpn11 inh inactive, NadD inh -8, SKN-1 inh 11, CSN inh 2, Neddylation inh inactive and MT1-MMP act inh 2.
For COCCOC(=O)C1=C(C)NC(=O)CC1c1cc2c(cc1Br)OCO2 (configuration not stated) the results were FAS TE block -9, Rin1-Abl PPI inh -3, MLLE-PAM2 inh -11, Rpn11 inh inactive, NadD inh 1, SKN-1 inh -8, CSN inh -6, Neddylation inh inactive and MT1-MMP act inh 6.
For CCC(C)(C)NC(=O)c1ccccc1Oc1ccccc1 the results were FAS TE block 2, Rin1-Abl PPI inh -6, MLLE-PAM2 inh 16, Rpn11 inh inactive, NadD inh 1, SKN-1 inh 12, CSN inh -5, Neddylation inh inactive and MT1-MMP act inh -11.

Source: PubChem (several laboratories)

Compounds were not picked by outcome; about 3.9% have a hit in one of these screens.
